GRK2 inh = compounds blocking aptamer binding on GRK2 – biochemical, human GRK2, bead flow cytometry, HTS, primary screen; inhibition of aptamer binding, % at 10 µM; hit rate 0.59% among 330,000; FAM-aptamer displacement from GRK2; Beta-adrenergic receptor kinase 1 (Homo sapiens), P25098; AID 488847, 2010;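 active means inhibition of aptamer binding above 40%, roughly 3 SD of noise, on plates passing a quality check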;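 further: median bead fluorescence of bound FAM aptamer so fluorescent compounds give negative values; no value below 0 was filed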
Target sequence (P25098 whole entry, looked up): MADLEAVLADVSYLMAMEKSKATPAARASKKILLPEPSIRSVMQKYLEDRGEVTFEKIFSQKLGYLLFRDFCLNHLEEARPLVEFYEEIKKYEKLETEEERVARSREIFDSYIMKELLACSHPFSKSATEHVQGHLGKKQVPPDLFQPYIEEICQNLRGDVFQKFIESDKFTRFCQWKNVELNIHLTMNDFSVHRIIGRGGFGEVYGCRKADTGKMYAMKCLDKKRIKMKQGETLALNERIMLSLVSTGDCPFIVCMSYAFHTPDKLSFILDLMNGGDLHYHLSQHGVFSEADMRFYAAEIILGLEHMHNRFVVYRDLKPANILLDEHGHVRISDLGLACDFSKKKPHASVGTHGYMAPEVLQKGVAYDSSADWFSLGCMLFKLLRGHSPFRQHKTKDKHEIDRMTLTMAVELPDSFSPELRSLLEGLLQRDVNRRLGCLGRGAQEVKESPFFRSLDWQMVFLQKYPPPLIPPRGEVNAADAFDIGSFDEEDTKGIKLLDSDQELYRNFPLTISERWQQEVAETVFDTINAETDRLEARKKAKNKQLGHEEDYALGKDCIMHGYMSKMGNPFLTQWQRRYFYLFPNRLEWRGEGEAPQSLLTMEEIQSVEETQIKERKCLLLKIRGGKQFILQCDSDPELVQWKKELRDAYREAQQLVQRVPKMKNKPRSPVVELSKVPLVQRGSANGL
RPL19A TOR yeast = RPL19A-GFP expression modulators in yeast, primary screen, cell-based, S. cerevisiae, multiplex flow cytometry, MLPCN | S. cerevisiae RPL19A-GFP strain, 3 h; hits give low values | percent response vs DMSO, % at 10 µM | hit rate 0.3% among 330,000;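 active means percent response vs DMSO below 50%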;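 further: median channel GFP fluorescence of the barcoded RPL19A-GFP strain; ratio of sample median GFP to plate DMSO average so 100% = DMSO; lower means less RPL19A-GFP as with rapamycin TOR inhibition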
MEP2 TOR yeast = modulators of MEP2-GFP levels in yeast, primary screen, S. cerevisiae, multiplex flow cytometry, MLPCN library; S. cerevisiae MEP2-GFP strain, 3 h; 100% = DMSO control level; GFP response vs DMSO, % at 10 µM; hit rate 0.51% among 330,000; AID 2016, 2009;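 active means GFP response versus DMSO above a set limit, roughly screen mean plus 3 SD, cut at about 180% in these data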;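 further: median GFP fluorescence of the barcode-gated MEP2-GFP cells per well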
AGP1 TOR yeast = modulators of AGP1-GFP expression in yeast TOR pathway, primary screen, cell-based, multiplex flow cytometry, S. cerevisiae, MLPCN library; 3 h; GFP as percent of DMSO wells; GFP response vs DMSO, % at 10 µM; hit rate 0.02% among 320,000; AID 2066, 2009;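 active means GFP response relative to DMSO above a set limit, near screen average plus 3 SD, cut at about 150% in these data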;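 further: median GFP channel fluorescence of the gated AGP1 strain per well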
Yeast superoxide = reduction of superoxide in aged yeast, primary screen, HTS | hit rate 0.18% among 330,000 | superoxide response (% of plate mean), % at 10 µM | S. cerevisiae aged cells, superoxide DHE fluorescence; hits give low values;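 active means superoxide response under a set limit, about three screen SD below normal, cut at about 65% in these data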;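 further: yeast aged for seven days with compound at 30 °C before DHE staining; 100% = average MFI of all compound-treated wells on the plate with controls excluded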
CIT2-GFP yeast = modulators of CIT2-GFP expression in yeast, primary screen, S. cerevisiae, GFP fusion, multiplex flow cytometry, MLPCN library | hit rate 0.065% among 320,000 | GFP response vs DMSO, % at 10 µM | S. cerevisiae CIT2-GFP strain, 3 h; 100 means same as DMSO wells;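 active means GFP response relative to DMSO above a set limit, near the screen mean plus 3 SD, cut at about 150% in these data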;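 further: ratio of well median GFP fluorescence to mean of DMSO wells on the plate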
LAP4 TOR yeast = modulators of LAP4-GFP expression in yeast, primary screen, S. cerevisiae, multiplex flow cytometry, MLPCN library. 3 h; median GFP as percent of DMSO wells. GFP response vs DMSO, % at 10 µM. hit rate 0.34% among 320,000. AID 2023, 2009;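 active means GFP response vs DMSO above a set limit, about the screen mean plus 3 SD, cut at about 150% in these data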
VLA-4 inh = inhibition in human VLA-4 binding assay, primary screen, VLA-4 allosteric modulator project, MLPCN library, flow cytometry, VLA-4 expressing cells; ligand binding flow cytometry; inhibition, % (about 7 µM as worked out from the volumes in the protocol); hit rate 0.2% among 330,000; in the data active means inhibition above about 50%
* hit, by the source's call; . = no result given. Not a hit list, and some 1.7% of all compounds hit somewhere here.

SMILES	GRK2 inh	RPL19A TOR yeast	MEP2 TOR yeast	AGP1 TOR yeast	Yeast superoxide	CIT2-GFP yeast	LAP4 TOR yeast	VLA-4 inh
O=C(NCc1ccco1)c1cccnc1Cl	4	100	111	102	107	104	95	15
COc1cccc(N2CCN(Cc3nc(N)nc(N4CCCc5ccccc54)n3)CC2)c1	2	96	96	101	117	93	93	7
OCC1(Cc2cccc(Cl)c2)CCCN(Cc2ccc(F)c(F)c2)C1 (stereo not drawn)	0	101	106	101	105	104	91	17
COc1cccc(-c2cc(C(=O)Nc3cnn(Cc4ccccc4C)c3)no2)c1	1	98	103	101	94	98	103	-2
CCCC[C@@H]1CNC(=O)C(=O)N1CCCc1cc(OC)c(OC)c(OC)c1	1	106	110	103	120	95	98	58*
Cc1c(C)c2cc(Cl)c(OCC(=O)N3CCN(c4ccc(F)cc4)CC3)cc2oc1=O	1	101	103	108	93	104	101	-1
O=C(CN(c1ccccc1)S(=O)(=O)c1ccc(Cl)cc1)Nc1cccnc1	4	103	104	101	99	104	92	-11
Cc1noc(-c2ccccc2)c1NC(=O)Nc1ccccc1	1	95	91	91	83	91	97	9
CC1(C)SCC(C(=O)O)NC1=O (stereo not drawn)	2	101	101	104	118	103	101	-2
O=C(NCCS(=O)(=O)N1CCN(c2cccc(Cl)c2)CC1)c1cc(=O)c2ccccc2o1	0	94	84	96	96	106	85	-1
CCCCNC(=O)Nc1ccon1	2	94	99	103	97	101	94	9
N#CCC(=O)Nc1sc2c(c1C(N)=O)CCCC2	2	104	110	105	87	103	103	24
CCOC(=O)C1CCCN(C(=O)c2ccc(C)c([N+](=O)[O-])c2)C1 (stereo not drawn)	1	96	101	92	103	102	89	-4
COc1ccc(CN2C(=O)c3cccnc3C2Nc2ccc(OC)c(Cl)c2)cc1 (stereo not drawn)	0	104	103	.	100	106	95	-8
Cc1ccc(CN(C)CC(=O)NC(C)c2ccccc2)cc1 (stereo not drawn)	29	96	100	102	116	96	100	7
CC(C)Sc1snnc1-c1ccccc1	0	97	95	97	99	104	87	5
Nc1cc(=O)[nH]c(SCC(=O)Nc2ccc(N3CCOCC3)cc2)n1	4	93	97	98	105	97	100	7
COc1ccccc1C(=O)NCCC(=O)Nc1nc2ccccc2[nH]1	2	103	102	105	96	100	101	5
O=C(CN1C(=O)c2ccc([N+](=O)[O-])cc2C1=O)NC1CCS(=O)(=O)C1 (stereo not drawn)	0	102	102	112	116	97	113	3
CC(C)(C)C(=O)NC(=S)NCc1ccccc1	3	103	99	100	93	83	103	4
COc1ccc(-c2nn(-c3ccccc3)cc2C=O)cc1[N+](=O)[O-]	0	99	101	99	95	100	96	-2
COc1ccccc1NS(=O)(=O)c1cccc(C(=O)NCC(c2ccco2)N2CCCCC2)c1 (stereo not drawn)	0	98	99	100	102	100	97	7
CCOC(=O)c1cc(-c2ccccc2)nn1-c1ccccn1	5	96	99	96	93	94	101	-19
COCCn1c(N)c(N(Cc2ccccc2)C(=O)C2CCCC2)c(=O)[nH]c1=O	5	105	101	94	110	102	98	13
O=C(NCc1cccs1)c1ccc(Cl)c(S(=O)(=O)N2CCCC2)c1	1	96	102	97	151	98	101	15

Only MEP2 TOR yeast and CIT2-GFP yeast (5 entries from above):
compound	MEP2 TOR yeast	CIT2-GFP yeast
O=C(NCCS(=O)(=O)N1CCN(c2cccc(Cl)c2)CC1)c1cc(=O)c2ccccc2o1	84	106
CCCCNC(=O)Nc1ccon1	99	101
N#CCC(=O)Nc1sc2c(c1C(N)=O)CCCC2	110	103
CCOC(=O)C1CCCN(C(=O)c2ccc(C)c([N+](=O)[O-])c2)C1 (stereo not drawn)	101	102
COc1ccc(CN2C(=O)c3cccnc3C2Nc2ccc(OC)c(Cl)c2)cc1 (stereo not drawn)	103	106

Record cards, as listed above. Values in the order: GRK2 inh	RPL19A TOR yeast	MEP2 TOR yeast	AGP1 TOR yeast	Yeast superoxide	CIT2-GFP yeast	LAP4 TOR yeast	VLA-4 inh
COc1ccc(CN2C(=O)c3cccnc3C2Nc2ccc(OC)c(Cl)c2)cc1 (stereo not drawn) is listed with 0	104	103	.	100	106	95	-8
CCCCNC(=O)Nc1ccon1 is listed with 2	94	99	103	97	101	94	9
CCOC(=O)c1cc(-c2ccccc2)nn1-c1ccccn1 is listed with 5	96	99	96	93	94	101	-19
COc1cccc(N2CCN(Cc3nc(N)nc(N4CCCc5ccccc54)n3)CC2)c1 is listed with 2	96	96	101	117	93	93	7
CC1(C)SCC(C(=O)O)NC1=O (stereo not drawn) is listed with 2	101	101	104	118	103	101	-2

Back to the main list with the 2 entries that preceded the break.
SMILES	GRK2 inh	RPL19A TOR yeast	MEP2 TOR yeast	AGP1 TOR yeast	Yeast superoxide	CIT2-GFP yeast	LAP4 TOR yeast	VLA-4 inh
COCCn1c(N)c(N(Cc2ccccc2)C(=O)C2CCCC2)c(=O)[nH]c1=O	5	105	101	94	110	102	98	13
O=C(NCc1cccs1)c1ccc(Cl)c(S(=O)(=O)N2CCCC2)c1	1	96	102	97	151	98	101	15
CN(C)S(=O)(=O)c1cccc(NC(=O)COc2ccc(C(=O)c3ccccc3)cc2)c1	0	104	104	102	131	100	99	-5
N/C(Cc1ccc(Cl)c(Cl)c1)=N\OC(=O)c1ccc(Br)o1	0	93	88	81	110	84	115	-10
NS(=O)(=O)c1ccc(Sc2ccccn2)c([N+](=O)[O-])c1	0	102	92	121	114	123	112	-3
O=C(N/N=C/C=C\c1cccc([N+](=O)[O-])c1)c1cccnc1	1	93	96	102	111	99	102	8
CC(C)CNC(=O)c1cc(-c2ccc(Cl)c(Cl)c2)on1	0	102	101	106	95	99	109	.
CC(C)NCC(O)Cn1c2c(c3ccccc31)CCc1c-2cnn1-c1ccccc1 (stereo not drawn)	2	102	103	95	83	95	102	15
COCCNC(=O)[C@@]1(C)C=C[C@@H](Cc2ccccc2)N1C(=O)c1ccccc1	3	92	92	82	92	87	126	9
COc1ccccc1/C=C/C(=O)OC(C)CN1CCOCC1 (stereo not drawn)	2	104	103	107	108	98	97	35
O=C1c2ccc([N+](=O)[O-])cc2C(=O)N1Cc1cccnc1	0	99	92	98	100	105	84	6
CCCOc1ccc(-c2c(C(=O)N/N=C/c3cccs3)nnn2-c2nonc2N)cc1	1	100	104	103	89	102	98	11
O=C(NC(=S)N1CCCC1)c1ccc(Cl)cc1	0	98	99	96	106	101	101	12
CCOC(=O)C1=C(C)Nc2[nH]c(=O)[nH]c(=O)c2C1c1cccs1 (stereo not drawn)	0	102	99	99	99	98	89	34
COc1ccc(/C=C2/SC(=S)N(CCC(=O)N3CCN(C)CC3)C2=O)cc1	0	107	108	103	103	100	107	-3
CCCSc1ccc([C@@H]2[C@@H]3C(=O)N(CC)C(=O)[C@@H]3[C@]3(C(=O)OC)CCCCN23)cc1	6	105	100	105	108	92	103	18
O=C1CS/C(=N\c2ccccn2)N1C1CCCCC1	0	96	97	93	119	97	101	-6
COc1ccc(CC(=O)Nc2ccc(S(=O)(=O)Nc3ncccn3)cc2)cc1	1	103	103	105	143	94	103	20
Cc1cc(NC(=O)CSCC(=O)N(C)Cc2c(F)cccc2Cl)no1	0	91	100	92	100	100	94	-8
CC(=O)N1CCC(C(=O)N2CCN(S(=O)(=O)c3ccc(F)cc3)CC2)CC1	0	102	104	106	90	104	106	2
Cn1cnnc1SCC(=O)Nc1ccc(S(=O)(=O)N2CCCC2)cc1	0	97	96	98	123	105	94	13
CCCCCCCCCCC(=O)Nc1cccnc1	1	95	98	101	99	90	107	-1
COc1ccc(C(=O)NC(C(=O)NCc2ccccc2OC)C(C)C)cc1 (stereo not drawn)	0	93	102	82	104	100	92	2
Nc1nonc1C(=O)OCC(=O)N1CCOCC1	17	95	92	91	100	.	92	6
Cc1cc(NC(=O)CCC(=O)N(c2ccc(C)c(F)c2)C(C(=O)NC2CCCC2)c2ccco2)no1 (stereo not drawn)	1	104	108	106	102	107	109	7
COc1ccc(OC)c(NC(=O)c2cccc(NC(=O)c3ccccc3)c2)c1	0	105	112	106	91	108	103	12
O=C(NC1=NCCS1)c1ccccc1OCc1ccccc1Cl	10	94	104	84	76	103	110	24
COc1ccccc1/C=C/C=NC1C(=O)N(c2ccccc2)[N+](C)=C1C (stereo not drawn)	1	93	97	100	102	88	97	21
COc1cc(/C=C2\C(=O)NN(c3ccccc3)C2=O)cc([N+](=O)[O-])c1O	0	90	96	88	118	76	91	3
N#Cc1ccc(-c2ccccc2)nc1SCC(=O)c1cccc(Cl)c1	0	95	99	102	105	78	92	3
CC1(C)CC(=O)C2=C(C1)OC(N)=C(C#N)C2C1CC=CCC1 (stereo not drawn)	2	88	88	88	91	84	90	6
COc1ccccc1NC(=O)CSc1nnc2ccccn12	1	99	101	97	110	84	105	16

Screening results: PubChem BioAssay, NMMLSC
